# LmPK inh: inhibitors of Leishmania mexicana pyruvate kinase; Q27686; purified LmPK, Kinase-Glo ATP luminescence, 1 h; Potency, µM (series often up to 57.5 µM), for inactives: at the highest dose activity change, negative = inhibition, actives largely listed as inhibitors; actives 0.37% (n = 290,000); AID 1721; note: potency is the fitted concentration of half-maximal effect; % is set by controls: 0 for no effect and ±100 for the full control effect
# Target sequence (Q27686 whole entry, looked up): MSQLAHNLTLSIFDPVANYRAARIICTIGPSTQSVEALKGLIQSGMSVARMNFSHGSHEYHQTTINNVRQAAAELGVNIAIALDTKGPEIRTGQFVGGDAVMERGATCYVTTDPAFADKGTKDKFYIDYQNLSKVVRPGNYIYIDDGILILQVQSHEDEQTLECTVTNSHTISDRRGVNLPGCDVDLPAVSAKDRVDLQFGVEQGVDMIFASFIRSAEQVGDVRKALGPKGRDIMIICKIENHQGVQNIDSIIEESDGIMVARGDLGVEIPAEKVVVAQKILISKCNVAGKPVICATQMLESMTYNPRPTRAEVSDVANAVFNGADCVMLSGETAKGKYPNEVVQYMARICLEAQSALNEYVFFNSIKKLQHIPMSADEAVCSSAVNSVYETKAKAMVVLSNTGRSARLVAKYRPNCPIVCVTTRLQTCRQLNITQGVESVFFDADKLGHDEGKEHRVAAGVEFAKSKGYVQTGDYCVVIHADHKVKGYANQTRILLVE
#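 Pyruvate kinase activity monitored as ATP production (luciferase luminescence). Conditions: 0.1 nM enzyme, 0.5 mM PEP, 0.1 mM ADP, 1 h, RT; normalized against uninhibited and no-enzyme wells.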
# Shiga toxin inh: inhibitors of Shiga toxin in Vero cells | Vero cells, Shiga toxin protein synthesis inhibition reporter | inhibition, % at 38.7 µM | actives 9.2% (n = 290,000); in the data active = inhibition mostly above about 28%, no sharp cut-off; inactive = mostly below about 43%; note: 0% is about no effect
# TbPYK inhibitor: T. brucei pyruvate kinase inhibition; Q57TT1; TbPYK enzyme, Kinase-Glo Plus ATP luminescence, 45 min; Potency, µM (doses to about 76.8 µM), without a hit: top-dose activity, negative = inhibition, hits mostly inhibitors; actives 0.12% (n = 410,000); note: potency is the fitted concentration of half-maximal effect; % is set by controls: 0 for no effect and ±100 for the full control effect; nearly all actives have a fitted effect of over 50% in size
#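 Screened from lowest to highest concentration, compounds were pinned into TbPYK/substrate mixtures, and ADP (130 uM final) was added. Plates sat at room temperature for 45 min prior to Kinase-Glo Plus detection by luminescence.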
# Pf growth 48h: inhibits P. falciparum growth in the first generation, 48 h; P. falciparum luciferase growth in erythrocytes, 48 h; Potency, µM (titrated, usually from 28.7 µM), for the others: top-dose activity change, negative = inhibition, hits mostly inhibitors; actives 5.9% (n = 310,000); note: potency is the fitted concentration of half-maximal effect; % is set by controls: 0 for no effect and ±100 for the full control effect
#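 A one-generation exposure of luciferase-tagged malaria parasites in RPMI 1640/Albumax erythrocyte culture, 37 C and 5% CO2. Inhibition is inferred from decreased luminescence after adding detection reagent.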
# AmpC no deterg: blocks E. coli AmpC beta-lactamase in detergent-free assay | P00811 | AmpC nitrocefin hydrolysis, absorbance 480 nm, 0.0001% Triton | Potency, µM (doses to about 57.1 µM), without a hit: at the top dose activity change, negative = inhibition, most hits filed as inhibitors | actives 0.52% (n = 330,000) | AID 485341;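 note: potency is the fitted concentration of half-maximal effect; plate controls were no compound for no effect and no enzyme for full effect; nearly all actives have a fitted effect of over 20% in size; some results filed as inactive show a strong effect at the top dose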
# Target sequence (P00811 whole entry, looked up): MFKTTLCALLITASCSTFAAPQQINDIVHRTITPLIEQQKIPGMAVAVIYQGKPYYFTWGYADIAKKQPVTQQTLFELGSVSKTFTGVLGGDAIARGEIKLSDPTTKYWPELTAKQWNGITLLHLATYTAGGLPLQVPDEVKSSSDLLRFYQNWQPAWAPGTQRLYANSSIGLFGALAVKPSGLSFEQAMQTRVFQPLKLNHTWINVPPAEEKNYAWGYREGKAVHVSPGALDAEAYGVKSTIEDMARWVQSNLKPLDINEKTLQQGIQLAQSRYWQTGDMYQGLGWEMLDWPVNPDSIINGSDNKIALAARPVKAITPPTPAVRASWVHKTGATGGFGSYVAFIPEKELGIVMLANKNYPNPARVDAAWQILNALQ
#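 20 mM phosphate pH 7.0 + 0.01% (detergent screen) or 0.0001% Triton X-100; 5.3 nM AmpC reagent; cpd preinc 15 min RT; nitrocefin (800 uM stock) to start; A480 q20 s × 4 min; Activity was normalised to no-enzyme and no-compound control wells.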
# Cycloheximide cs: affects cycloheximide protein synthesis inhibition readout, counter-screen; cell reporter, cycloheximide protein synthesis inhibition counterscreen; max response, %; actives 12% (n = 300,000); in the data active = max response mostly above about 13%, no sharp cut-off; inactive = mostly below about 14%; note: read at 38.3 µM for the half of the compounds with a filed dose; 0% is about no effect
# Pf growth 96h: P. falciparum growth inhibition at 96 hours; P. falciparum luciferase reporter growth, 96 h; Potency, µM (titrated, usually from 28.7 µM), without a hit: at the top dose activity change, negative = inhibition, usual class: inhibitors; actives 6.9% (n = 320,000); AID 504834; note: potency is the fitted concentration of half-maximal effect; % is set by controls: 0 for no effect and ±100 for the full control effect
#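 Plates of compound plus infected erythrocytes (2% hematocrit, 0.05% parasitemia final) incubate 96 hours, 37 C, 5% CO2. Detection reagent added; reduced luminescence from the parasites' luciferase reporter flags inhibition.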
# * marks the source's active call; other numbers are inactive results; ? = inconclusive; · = not tested or not shown; & = joins results of further samples; [ ] = remark or other dose. Unless noted, calls come from the whole dose curve; as a rule, active = well fitted curve in the direction sought with a large enough effect; inconclusive = small, poorly fitted or top-dose-only effect, or another doubt; inactive = no such curve, though single readings can be large; an effect the other way counts as inactive or inconclusive.
SMILES,LmPK inh,Shiga toxin inh,TbPYK inhibitor,Pf growth 48h,AmpC no deterg,Cycloheximide cs,Pf growth 96h
COc1cccc(C(=O)Oc2ccc3ccc(=O)oc3c2)c1,-5%,-4,-14%,·,-13%,-2,12%
COC(=O)c1cn(NC(=O)Cc2ccc(Cl)c(Cl)c2)c(=O)c2ccccc12,1%,-17,?,?,?,-4,47%[activator]
O=C(NNC1=NC2(CCCC2)Cc2ccccc21)c1ccncc1,-4%,-1,0%,-11%,-7%,-6,?
CCN(Cc1ccccc1)C(=O)C1CCC(CNc2c(N3CCOCC3)c(=O)c2=O)CC1 (stereo not drawn),7%,1,0%,·,96%[activator],-3,?
C/C(=N\NC(=O)CCc1ccc(S(=O)(=O)N2CCOCC2)cc1)c1ccc(Br)cc1,3%,-1,0%,-39%,-24%,-1,?
Cc1cccc(NC(=O)c2cc([N+](=O)[O-])ccc2N2CCN(C)CC2)c1,2%,2,-6%,-36%[1.15 µM],1%,-4,0%
O=C(Cc1cccs1)Nc1nnc(SCc2cccc3ccccc23)s1,5%,1,8%,16%,-32%,-5,0%
COc1ccc(S(=O)(=O)/N=C2/NC(=O)/C(=C\c3ccco3)S2)cc1,8%,5,-13%,34%[activator],-16%,1,27%
CCOC(=O)C(=O)/C(=C\N(C)C)c1onc(-c2ccccc2)c1C(=O)OC,-1%,7,5%,-1%,?,3,10%
O=C(O)COc1ccc(Br)cc1C(c1c(C(=O)O)[nH]c2ccccc12)c1c(C(=O)O)[nH]c2ccccc12,7%,·,0%,-4%,-20%,4,3%
Nc1ccccc1C(=O)NCc1ccc(F)cc1,-3%,-7,-6%,21%,-14%,4,37%[activator]
O=C(OCc1nnc(-c2ccccc2)o1)c1cccnc1Cl,-5%,26,2%,40%[activator],-14%,19*,46%[activator]
CSc1nc2c(c(=O)n1C)SC(C)C2 (stereo not drawn),-1%,-1,-27%,-6%,?,1,1%
O=C(CSc1nc(=O)n(CCCN2CCOCC2)c2c1CCCC2)Nc1cccc(Cl)c1,·,·,-10%,?,279%[activator],·,?
CC1(C)C(=O)OC(C(=O)c2ccc(Cl)cc2)C(C)(C)C1=O (stereo not drawn),-4%,0,0%,-4%,-12%,-1,0%
Cc1cc(C)n(-c2n[nH]c(C)c2[N+](=O)[O-])n1,2%,-1,2%,18%,-15%,-3,32%[activator]
COc1ccccc1C(=O)NCCC(=O)Nc1nc2ccccc2[nH]1,·,·,-3%,3%,-10%,·,16%
CC(C)(C)NC(=O)COc1ccc(CNn2nnnc2N)cc1,-3%,-5,-5%,10%,-2%,-3,·
C=CCON/C(CCC)=C1\C(=O)CC(C)(C)CC1=NC,-10%,-5,6%,5%,9%,-3,26%
Cc1cc(C)n(CCNS(=O)(=O)c2ccc(Cl)cc2)n1,-3%,-3,2%,-8%,-3%,-1,?
O=C(/C=C/c1cccs1)NC1CC1,-9%,19,-2%,25%,-18%[11.4 µM],19*,45%[activator]
CC(C(=O)Nc1nccs1)N1C(=O)C2CC=CCC2C1=O (stereo not drawn),2%,-6,2%,4%,-22%,-1,26%
NNC(=O)c1csc(-c2cccc(C(F)(F)F)c2)n1,-2%,-15,3%,-3%,14%,3,?
C=CCN(CC(O)c1cccc([N+](=O)[O-])c1)C(C)CCc1ccccc1 (stereo not drawn),2%,12,-1%,1.5µM*,-24%,9,?
COc1ccc(CC(=O)NNc2ncnc3c2cnn3Cc2ccccc2)cc1OC,6%,-7,-10%,?,3%,9,?
Cc1ccc(C)c(Nc2cc(C)nc(-c3ccccc3O)n2)c1,-2%,5,-8%,?,-38%,-2,237%[activator]
CCOc1ccc(NC(=O)Cn2ncc3ccccc32)cc1,0%,74*,-4%,97%[activator],-12%,38*,31%[activator]
Cc1cccc(CC(C)NC(=O)CCc2nnc(CCCCc3ccccc3)o2)n1 (stereo not drawn),0%,-35,-5%,-2%,164%[activator],-1,?
Cc1ccc(OCCNC(=O)CNC(=O)c2ccccc2Cl)cc1,·,·,-3%,-18%,-14%,·,-10%
CN(C)CCCN(C(=O)CCc1ccccc1)c1nc2ccc(F)cc2s1,-4%,-10,-1%,?,126%[activator],-3,?
CC(C)c1ccc(NC(=O)Cn2nnc(C(=O)NCc3ccc4c(c3)OCO4)c2N)cc1,-1%,1,-10%&0%,-17%,-24%,12,9.3µM*
CCc1nn(-c2ccccc2)c(=S)c2ccccc12,6%,-9,-7%,-9%,-10%,-1,5%
CCCOc1ccc(/C=N/n2nnnc2N)cc1OC,-10%,10,2%,29%,-4%,9,-15%
O=C(c1ccc([N+](=O)[O-])cc1)N1CCSC1c1ccc(Cl)cc1 (stereo not drawn),4%,-4,-8%,11%,-21%,5,-29%
CCOC(=O)N1CCN(Cc2cccs2)CC1,-1%,-15,-4%,21%,-16%,1,-9%
COCCSc1nnc(NC(=O)CS(=O)(=O)c2ccc(C)cc2)s1,1%,4,1%,-2%,-24%,-4,24%
NS(=O)(=O)c1ccc(N/N=C2/CCCc3ccccc32)c([N+](=O)[O-])c1,-5%,14,-16%,38%[activator],3%[2.29 µM],11,?
CCN(c1c(C)n(C)n(-c2ccccc2)c1=O)S(C)(=O)=O,4%,6,-3%,13%,3%,-3,?
CCC(Sc1nc2cc(OC)c(OC)cc2c(=O)n1Cc1ccc(OC)cc1)C(=O)NCCOC (stereo not drawn),2%,-8,-5%&-1%,-11%,20%,-7,?
COc1ccc(CN(C)C(=O)c2ccccc2OCc2c(C)noc2C)c(OC)c1,·,·,-8%,?,56%,·,?
CCOc1cccc(C(=O)Nc2ccc(N(CC)CC)cc2)c1,-2%,15,?,18%,-13%,16,?
COc1ccc(O)c(-c2cc(-c3cccc(Br)c3)n[nH]2)c1,15%,29*,-5%,·,2.2µM*,32*,?
CCOC(=O)c1cccc(NC(=O)C2CCN(S(=O)(=O)c3cccs3)CC2)c1,2%,-9,0%,·,-35%,-2,-1%
COc1ccc(-c2nnc(SC(C)C(=O)Nc3c(C)n(C)n(-c4ccccc4)c3=O)o2)cc1 (stereo not drawn),-4%,-2,8%,15%,-14%,-5,44%[activator]
CS(=O)(=O)N(CC(=O)N/N=C/c1ccc(OCC(=O)N2CCOCC2)cc1)c1ccccc1Cl,-1%,15,6%,-5%,-6%,-5,-14%
CCOC(=O)/C(C#N)=N/Nc1ccc(S(=O)(=O)N2CCc3ccccc32)cc1,5%,-13,1%,13µM*,-41%,-4,12µM*
O=C(CN1C(=O)CC(c2ccco2)Sc2ccccc21)NC1CCCCC1 (stereo not drawn),5%,3,1%,?,69%[activator],-3,?
CCC(=O)c1ccccc1OCCN1C(=O)NC(C)(C)C1=O,-1%,8,-1%,6%,-3%,-1,27%

# Reformatted tab-delimited: 19 of the compounds above
canonical_smiles	LmPK inh	Shiga toxin inh	TbPYK inhibitor	Pf growth 48h	AmpC no deterg	Cycloheximide cs	Pf growth 96h
COc1cccc(C(=O)Oc2ccc3ccc(=O)oc3c2)c1	-5%	-4	-14%	·	-13%	-2	12%
COC(=O)c1cn(NC(=O)Cc2ccc(Cl)c(Cl)c2)c(=O)c2ccccc12	1%	-17	?	?	?	-4	47%[activator]
O=C(NNC1=NC2(CCCC2)Cc2ccccc21)c1ccncc1	-4%	-1	0%	-11%	-7%	-6	?
CCN(Cc1ccccc1)C(=O)C1CCC(CNc2c(N3CCOCC3)c(=O)c2=O)CC1 (stereo not drawn)	7%	1	0%	·	96%[activator]	-3	?
C/C(=N\NC(=O)CCc1ccc(S(=O)(=O)N2CCOCC2)cc1)c1ccc(Br)cc1	3%	-1	0%	-39%	-24%	-1	?
Cc1cccc(NC(=O)c2cc([N+](=O)[O-])ccc2N2CCN(C)CC2)c1	2%	2	-6%	-36%[1.15 µM]	1%	-4	0%
O=C(Cc1cccs1)Nc1nnc(SCc2cccc3ccccc23)s1	5%	1	8%	16%	-32%	-5	0%
COc1ccc(S(=O)(=O)/N=C2/NC(=O)/C(=C\c3ccco3)S2)cc1	8%	5	-13%	34%[activator]	-16%	1	27%
CCOC(=O)C(=O)/C(=C\N(C)C)c1onc(-c2ccccc2)c1C(=O)OC	-1%	7	5%	-1%	?	3	10%
O=C(O)COc1ccc(Br)cc1C(c1c(C(=O)O)[nH]c2ccccc12)c1c(C(=O)O)[nH]c2ccccc12	7%	·	0%	-4%	-20%	4	3%
Nc1ccccc1C(=O)NCc1ccc(F)cc1	-3%	-7	-6%	21%	-14%	4	37%[activator]
O=C(OCc1nnc(-c2ccccc2)o1)c1cccnc1Cl	-5%	26	2%	40%[activator]	-14%	19*	46%[activator]
CSc1nc2c(c(=O)n1C)SC(C)C2 (stereo not drawn)	-1%	-1	-27%	-6%	?	1	1%
O=C(CSc1nc(=O)n(CCCN2CCOCC2)c2c1CCCC2)Nc1cccc(Cl)c1	·	·	-10%	?	279%[activator]	·	?
CC1(C)C(=O)OC(C(=O)c2ccc(Cl)cc2)C(C)(C)C1=O (stereo not drawn)	-4%	0	0%	-4%	-12%	-1	0%
Cc1cc(C)n(-c2n[nH]c(C)c2[N+](=O)[O-])n1	2%	-1	2%	18%	-15%	-3	32%[activator]
COc1ccccc1C(=O)NCCC(=O)Nc1nc2ccccc2[nH]1	·	·	-3%	3%	-10%	·	16%
CC(C)(C)NC(=O)COc1ccc(CNn2nnnc2N)cc1	-3%	-5	-5%	10%	-2%	-3	·
C=CCON/C(CCC)=C1\C(=O)CC(C)(C)CC1=NC	-10%	-5	6%	5%	9%	-3	26%

# Additional results
SMILES,LmPK inh,Shiga toxin inh,TbPYK inhibitor,Pf growth 48h,AmpC no deterg,Cycloheximide cs,Pf growth 96h
COc1ccccc1N=Nc1ccc(N)c(C)c1,-2%,91,7%,96%[activator],-1%,32*,103%[activator]
CCOc1cc(/C=N/O)ccc1OCC(=O)Nc1cccc(C)c1,-2%,41*,-11%,15%,-4%,31*,43%[activator]
CC(NC(=O)CC12CC3CC(CC(C3)C1)C2)C(=O)O (stereo not drawn),-1%,-1,?,7%,-14%,-4,9.3µM*
C=CCOCC(O)CS(=O)(=O)Cc1ccc(Cl)cc1 (stereo not drawn),-6%,-15,3%,·,-17%,-3,·
CCOc1cccc(C(=O)Nc2ccccc2OC(F)F)c1,-2%,12,-1%,24%,-36%,3,44%[activator]
